Source: PubChem (National Center for Advancing Translational Sciences (NCATS))
TRHR enhancer: allosterically enhances the human TRH receptor; P34981; TRHR cells, fluo-8 calcium fluorescence, EC20 TRH enhancement; enhancement, % at 2 µM; 360,000 compounds, 0.66% hits; AID 493056; in the data active = enhancement above about 30%; also: 0% is about no effect
Target sequence (P34981 whole entry, looked up): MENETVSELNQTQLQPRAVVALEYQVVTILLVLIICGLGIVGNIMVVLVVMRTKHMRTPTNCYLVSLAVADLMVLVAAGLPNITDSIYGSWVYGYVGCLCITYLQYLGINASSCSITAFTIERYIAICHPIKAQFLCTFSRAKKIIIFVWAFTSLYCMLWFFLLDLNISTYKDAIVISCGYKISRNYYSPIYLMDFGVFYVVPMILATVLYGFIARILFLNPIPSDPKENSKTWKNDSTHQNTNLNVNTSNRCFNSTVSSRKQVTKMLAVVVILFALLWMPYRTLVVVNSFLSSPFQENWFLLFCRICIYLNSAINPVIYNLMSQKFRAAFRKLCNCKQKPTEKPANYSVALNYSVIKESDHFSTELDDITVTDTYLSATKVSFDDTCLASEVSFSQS
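Enhancer read-out: after compound pinning and an initial kinetic agonist-mode read, an EC20 of TRH (10 nM final) was injected and fluo-8 calcium signal (Ex 480/Em 530) followed at 1 s/cycle for 100 cycles in TRHR-expressing cells.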
D1 antagonist: antagonists of human D1 dopamine receptor. P21728. HEK293 TREx D1 cells, calcium flux, dopamine EC80; stronger effect = lower value. activity change, negative = inhibition, % at 10 µM. 360,000 compounds, 3.2% hits; in the data active = activity change below about -30%; also: % is scaled to controls: 0 for no effect and ±100 for the full control effect
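Antagonism measured as reduced calcium response to an EC80 dopamine addition following 180 s compound pre-read; cells were inducible HEK293 Trex D1 plated overnight at 30 C, read kinetically at 1 cycle/sec.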
Apoferritin bind: candidate novel general anesthetic via apoferritin binding; P02791; apoferritin/1-aminoanthracene competitive binding, fluorescence; Potency, µM (series often up to 77.5 µM), without a hit: top-dose activity change, negative = displacement, actives largely listed as inhibitors; 350,000 compounds, 0.074% hits; AID 485281; also: potency is read from the fitted curve at half-maximal effect; % is scaled to controls: 0 for no effect and ±100 for the full control effect; nearly all actives have a fitted effect of over 20% in size
Target sequence (P02791 2-175 limits assumed): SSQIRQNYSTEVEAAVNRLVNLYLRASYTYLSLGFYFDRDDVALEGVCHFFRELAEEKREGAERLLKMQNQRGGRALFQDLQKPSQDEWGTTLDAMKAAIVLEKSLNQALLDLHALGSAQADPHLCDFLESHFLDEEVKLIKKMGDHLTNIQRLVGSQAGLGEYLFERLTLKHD
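Steps: apoferritin (10 uM) was premixed with half-saturated 1-AMA in PBS, compounds were pin-transferred, plates stood 10 min at room temperature, fluorescence was read at 380/535 nm, and curves were fitted with a Hill equation.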
RXFP1 antagonist: antagonists of human relaxin receptor RXFP1 | activity change, negative = inhibition, % at 57.5 µM | Q9HBX9 | 350,000 compounds, 0.59% hits | HEK293-RXFP1, relaxin-stimulated cAMP HTRF, 30 min; stronger effect = lower value;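 active = activity change of -60% or lower, but not beyond a set lower limit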; also: % is scaled to controls: 0 for no effect and ±100 for the full control effect
D2 potentiator: positively modulates the human D2 dopamine receptor allosterically | P14416 | HEK293 T-REx D2, calcium flux, EC20 dopamine potentiation | potentiation, % at 10 µM | 340,000 compounds, 0.34% hits | AID 485347;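 active = potentiation over 3 SD above the plate norm, cut at about 30% in these data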; also: 0% is about no effect
Target sequence (P14416 whole entry, looked up): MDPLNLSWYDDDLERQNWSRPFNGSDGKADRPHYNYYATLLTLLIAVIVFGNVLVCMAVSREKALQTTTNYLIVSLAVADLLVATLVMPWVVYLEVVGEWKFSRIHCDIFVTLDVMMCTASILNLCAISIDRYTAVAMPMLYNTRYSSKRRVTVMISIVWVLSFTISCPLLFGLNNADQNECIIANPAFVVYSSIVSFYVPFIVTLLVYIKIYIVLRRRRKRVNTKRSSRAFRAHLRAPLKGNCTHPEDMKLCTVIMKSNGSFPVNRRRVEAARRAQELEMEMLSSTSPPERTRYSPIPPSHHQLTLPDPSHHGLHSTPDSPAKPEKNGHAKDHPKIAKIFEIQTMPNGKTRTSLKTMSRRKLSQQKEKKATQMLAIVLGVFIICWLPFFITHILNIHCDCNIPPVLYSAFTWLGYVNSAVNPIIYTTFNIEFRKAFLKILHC
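Cells plated with tetracycline inducer and held overnight at 30 C; calcium dye loaded 30–90 min at room temperature; baseline taken, compound added and read 180 s; EC20 dopamine then added and read 180 s.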
RXFP1 ag: activates the human relaxin receptor RXFP1; Q9HBX9; HEK293T-RXFP1 cAMP TR-FRET, 30 min; response scale: percent of porcine relaxin response, buffer zero; Potency, µM (titrated, usually from 57.5 µM), without a hit: at the top dose activation, most hits filed as activators; 370,000 compounds, 0.3% hits; also: potency is read from the fitted curve at half-maximal effect; % is scaled to controls: 0 for no effect and ±100 for the full control effect; nearly all actives have a fitted effect of over 60% in size; many of its hits are not listed in these tables
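Agonist response is measured as cAMP accumulation in an RXFP1-transfected HEK293T line under PDE4 inhibition. Values are scaled between buffer-only and 29 nM porcine relaxin, and EC50s come from standard Hill equation fits.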
TRHR agonist: agonists of human TRH receptor; TRHR cells, calcium flux fluo-8, FDSS agonist mode; P34981; 360,000 compounds, 0.18% hits; activation, % at 2 µM; in the data active = activation above about 30%; also: 0% is about no effect
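Fluo-8-loaded TRHR cells; 10 s baseline, compound added, kinetic Ca2+ fluorescence read 1/s, agonist mode.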
D1 agonist: agonists of human D1 dopamine receptor. P21728. HEK293 T-REx D1 cells, calcium flux, agonist mode. activation, % at 2 µM. 360,000 compounds, 1% hits; in the data active = activation above about 30%; also: 0% is about no effect
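Inducible HEK293 T-REx D1 cells, force-coupled to calcium signalling, were plated at 4000 cells/well with tetracycline and held overnight at 30 C. After no-wash calcium dye loading, compound-evoked calcium rise over 180 s flagged agonists.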
D1 potentiator: enhances dopamine response at the human D1 receptor. P21728. HEK293 TREx D1 cells, calcium flux, dopamine EC20 potentiation. potentiation, % at 10 µM. 360,000 compounds, 0.036% hits. AID 504651; in the data active = potentiation above about 30%; also: 0% is about no effect
An asterisk follows results filed as active; [ ] = remark or other dose. Unless noted, calls follow the shape of the dose curve; as a rule, active = well fitted curve in the direction sought with a large enough effect; inconclusive = small, poorly fitted or top-dose-only effect, or another doubt; inactive = no such curve, though single readings can be large; an effect the other way counts as inactive or inconclusive. A portion of the library; the hit share may differ from the screen's.

Cc1cccc(NC(=O)c2cc(S(=O)(=O)N3CCc4ccccc43)cn2C)c1 was read as TRHR enhancer 1, D1 antagonist 5, Apoferritin bind -10%, RXFP1 antagonist -5, D2 potentiator -2, RXFP1 ag 10%, TRHR agonist 0.0, D1 agonist 8 and D1 potentiator -2.
Cc1ccc(-c2nn(-c3ccccc3)cc2C(=O)Nc2ccc(C(=O)O)cc2)cc1 was read as TRHR enhancer 1, D1 antagonist -3, Apoferritin bind -6%, RXFP1 antagonist -18, D2 potentiator -1, RXFP1 ag -0.1%, TRHR agonist -0.8, D1 agonist 1 and D1 potentiator 3.
`CC(=O)Nc1cccc(C(=O)OC(C)C(=O)NC2CCCc3ccccc32)c1` (stereo unspecified) gave TRHR enhancer -2, D1 antagonist -9, Apoferritin bind -8%, RXFP1 antagonist 0, D2 potentiator 15, RXFP1 ag -0.4%, TRHR agonist -0.3, D1 agonist 1 and D1 potentiator -5.
For Cc1cccc(C)c1NS(=O)(=O)c1c(C)[nH]c(=O)[nH]c1=O the results were TRHR enhancer -2, D1 antagonist 8, Apoferritin bind -6%, RXFP1 antagonist -7, D2 potentiator 7, RXFP1 ag -0.2%, TRHR agonist -0.1, D1 agonist 1 and D1 potentiator 0.
`N#CCCN(C(=O)CSc1ncccn1)c1ccc2c(c1)OCCO2` gave TRHR enhancer 3, D1 antagonist 1, RXFP1 antagonist -1, D2 potentiator -12, RXFP1 ag 2.0%, TRHR agonist 1.2, D1 agonist 1 and D1 potentiator 0.
Screening COC(=O)CCn1nnc(-c2cccs2)n1 returned TRHR enhancer 7, D1 antagonist 4, Apoferritin bind 7%, RXFP1 antagonist -4, D2 potentiator 3, RXFP1 ag -0.4%, TRHR agonist 0.6, D1 agonist 4 and D1 potentiator 1.
CCCCn1c(N)c(N(Cc2ccccc2OC)C(=O)COc2ccc(F)cc2Cl)c(=O)[nH]c1=O was read as TRHR enhancer -1, D1 antagonist 2, Apoferritin bind -8%, RXFP1 antagonist 1, D2 potentiator -8, RXFP1 ag 3.8%, TRHR agonist 0.9, D1 agonist 0 and D1 potentiator 2.
`Brc1ccc(-c2nnc3sc(CN4CCC5(CC4)OCCO5)cn23)cc1` gave TRHR enhancer -2, D1 antagonist 9, Apoferritin bind 30%, RXFP1 antagonist -3, D2 potentiator -4, RXFP1 ag 8.7%, TRHR agonist 1.2, D1 agonist 4 and D1 potentiator -9.
Screening Cc1cc(N2CCN(C)CC2)ccc1NC(=O)c1c2c(nc3ccccc13)CCN(Cc1ccccc1)C2 returned TRHR enhancer 27, D1 antagonist -13, Apoferritin bind -4%, RXFP1 antagonist -8, D2 potentiator -4, RXFP1 ag 1.4%, TRHR agonist 1.7, D1 agonist 6 and D1 potentiator -1.
Screening CN1CCN(CCOc2cccc(Cl)c2)CC1 returned TRHR enhancer 5, D1 antagonist -24, Apoferritin bind -9%, RXFP1 antagonist -11, D2 potentiator -9, RXFP1 ag -0.2%, TRHR agonist -0.5, D1 agonist 8 and D1 potentiator -11.
COc1ccc(OCc2cc(C(=O)N(C)C3CCOC3)no2)c(Cl)c1 (stereo unspecified) was read as TRHR enhancer -16, D1 antagonist 20, Apoferritin bind -12%, RXFP1 antagonist 7, D2 potentiator 13, RXFP1 ag 0.2%, TRHR agonist -0.4, D1 agonist 8 and D1 potentiator -5.
Cc1ccc2c(c1)[nH]c1c(N3CCN(Cc4ccc5c(c4)OCO5)CC3)ncnc12 was read as TRHR enhancer -20, D1 antagonist 1, Apoferritin bind -8%, D2 potentiator -11, RXFP1 ag 1.0%, TRHR agonist -1.1, D1 agonist 4 and D1 potentiator 1.
Screening COc1ccc(S(=O)(=O)N(C)c2ccc(C(=O)NCc3ccncc3)cc2)cc1 returned TRHR enhancer 0, D1 antagonist -20, Apoferritin bind -7%, RXFP1 antagonist -1, D2 potentiator -4, RXFP1 ag 4.1%, TRHR agonist 0.1, D1 agonist 0 and D1 potentiator -7.
Screening COc1ccc(-c2nc3sc(CCNC(=O)C(=O)Nc4ccccc4C#N)c(C)n3n2)cc1 returned TRHR enhancer 1, Apoferritin bind 2%, RXFP1 antagonist 11, D2 potentiator 13, RXFP1 ag 4.0%, TRHR agonist 0.5, D1 agonist 2 and D1 potentiator -2.
O=C(OC(C(=O)NCC1CCCO1)c1ccccn1)c1cccs1 (stereo unspecified) was read as TRHR enhancer 5, D1 antagonist 2, Apoferritin bind -8%, RXFP1 antagonist -27, D2 potentiator 4, RXFP1 ag -0.2%, TRHR agonist 0.7, D1 agonist 0 and D1 potentiator -3.
`Cn1c(=O)[nH]c(=O)c2c1nc(NCCCn1ccnc1)n2CCOc1ccccc1` gave TRHR enhancer 3, D1 antagonist 0, Apoferritin bind -14%, RXFP1 antagonist -8, D2 potentiator -4, RXFP1 ag -0.6%, TRHR agonist 0.1, D1 agonist 0 and D1 potentiator -8.
Screening COC(=O)c1ccccc1NC(=O)c1cc(C)nc2c1c(C)nn2-c1ccc(C)cc1 returned TRHR enhancer 1, D1 antagonist -9, Apoferritin bind -6%, RXFP1 antagonist 2, D2 potentiator 2, RXFP1 ag -1.8%, TRHR agonist 0.4, D1 agonist 3 and D1 potentiator -3.
Screening C=CCN(C(=O)C1CC(=O)N(C2CCCC2)C1)c1nc(-c2ccc(S(C)(=O)=O)cc2)cs1 (stereo unspecified) returned TRHR enhancer 0, D1 antagonist -15, RXFP1 antagonist -27, D2 potentiator 0, RXFP1 ag 1.1%, TRHR agonist 0.8, D1 agonist 10 and D1 potentiator -2.
For CC(C)CC(=O)N=C1SC2CS(=O)(=O)CC2N1Cc1ccccc1 (stereo unspecified) the results were TRHR enhancer 12, D1 antagonist 23, Apoferritin bind -5%, RXFP1 antagonist 15, D2 potentiator 4, RXFP1 ag 7.5%, TRHR agonist -0.7, D1 agonist 3 and D1 potentiator -3.
For O=C1CCC2S/C(=C/Nc3ccc(C(F)(F)F)cc3)C(=O)N12 (stereo unspecified) the results were TRHR enhancer -9, D1 antagonist -1, Apoferritin bind -13%, RXFP1 antagonist -15, D2 potentiator -7, RXFP1 ag -2.6%, TRHR agonist -1.8, D1 agonist 4 and D1 potentiator 0.
`CC(=O)c1c(C)c(C)c2n1CCn1c(C)ccc1-2` gave TRHR enhancer -7, D1 antagonist 2, Apoferritin bind 2%, RXFP1 antagonist 4, D2 potentiator -9, RXFP1 ag 3.4%, TRHR agonist 0.4, D1 agonist 1 and D1 potentiator -2.
CC(=O)c1cccc(NS(=O)(=O)c2ccc(C(=O)Nc3ccccc3)cc2)c1 was read as TRHR enhancer -5, D1 antagonist -16, Apoferritin bind -18%, RXFP1 antagonist 6, D2 potentiator -5, RXFP1 ag 1.4%, TRHR agonist -0.1, D1 agonist 9 and D1 potentiator -6.
CN(C)C(=O)CSc1nc(-c2ccccc2)c(-c2ccccc2)o1 was read as TRHR enhancer -4, D1 antagonist 3, Apoferritin bind -16%, RXFP1 antagonist 6, D2 potentiator 6, RXFP1 ag 0.9%, TRHR agonist -1.2, D1 agonist 0 and D1 potentiator -1.
`COC(=O)Oc1nsnc1N1CCOCC1` gave TRHR enhancer 7, D1 antagonist -6, Apoferritin bind -7%, RXFP1 antagonist 0, D2 potentiator 13, RXFP1 ag 0.2%, TRHR agonist -2.4, D1 agonist 1 and D1 potentiator 2.
CC(=O)C1C(c2ccccc2Cl)NC(=O)NC1(O)C(F)(F)F (stereo unspecified) was read as TRHR enhancer 2, D1 antagonist 9, Apoferritin bind 3%, D2 potentiator 10, RXFP1 ag -0.5%, TRHR agonist 0.5 and D1 agonist 5.
CC1=Nc2cc(C(=O)O)ccc2Sc2ccc(C)cc21 was read as TRHR enhancer -2, D1 antagonist -5, Apoferritin bind -5%, RXFP1 antagonist -15, D2 potentiator 5, RXFP1 ag 2.7%, TRHR agonist 0.5, D1 agonist 2 and D1 potentiator -1.
COc1ccc(C2(C)NC(=O)N(CC(=O)Nc3ccc(S(=O)(=O)N4CCCC4)cc3)C2=O)cc1 (stereo unspecified) was read as TRHR enhancer 0, D1 antagonist 1, Apoferritin bind -8%, RXFP1 antagonist -9, D2 potentiator 21, RXFP1 ag -4.3%, TRHR agonist 0.2, D1 agonist 1 and D1 potentiator -8.
For O=C(O)CCN(CC(=O)c1ccc(Cl)cc1)S(=O)(=O)c1ccc([N+](=O)[O-])cc1 the results were TRHR enhancer -4, D1 antagonist -15, D2 potentiator -11, RXFP1 ag 3.2%, TRHR agonist -0.5, D1 agonist 1 and D1 potentiator -3.
Cc1coc2c1c(C)cc1oc(=O)c(CC(=O)NCCC(=O)O)c(C)c12 was read as TRHR enhancer 19, D1 antagonist -12, Apoferritin bind 41%[activator], RXFP1 antagonist 12, D2 potentiator -4, RXFP1 ag 10%, TRHR agonist 0.7, D1 agonist 2 and D1 potentiator -8.
For Cc1c(NC(=O)c2cccc(NC(=O)COc3ccc(C#N)cc3)c2)c(=O)n(-c2ccccc2)n1C the results were TRHR enhancer 5, D1 antagonist -9, RXFP1 antagonist 22, D2 potentiator 6, RXFP1 ag -0.2%, TRHR agonist -0.3, D1 agonist 0 and D1 potentiator -12.
Screening CCOC(=O)C(NC(=O)CC)(Nc1ccc(S(=O)(=O)Nc2onc(C)c2C)cc1)C(F)(F)F (stereo unspecified) returned TRHR enhancer 0, D1 antagonist 8, Apoferritin bind -1%, RXFP1 antagonist -2, D2 potentiator 9, RXFP1 ag 2.1%, TRHR agonist -0.1, D1 agonist 0 and D1 potentiator -1.
For COc1ccc(Cl)cc1NC(=O)C1CCCN(c2cc(C)nc3ncnn23)C1 (stereo unspecified) the results were TRHR enhancer 4, D1 antagonist 11, Apoferritin bind -12%, RXFP1 antagonist 17, D2 potentiator -8, RXFP1 ag 4.7%, TRHR agonist -0.5, D1 agonist 1 and D1 potentiator 6.
For COc1ccc(/C=C(\C#N)C(=O)NCCc2ccccc2)cc1OCc1ccccc1 the results were TRHR enhancer -2, D1 antagonist -26, Apoferritin bind -12%, RXFP1 antagonist -14, D2 potentiator 13, RXFP1 ag 1.0%, TRHR agonist -0.2, D1 agonist 33* and D1 potentiator -3.
CCOc1[nH]n(-c2ccccc2)c(=O)c1C=NCC(=O)OC was read as TRHR enhancer -3, D1 antagonist 2, Apoferritin bind -6%, RXFP1 antagonist 5, D2 potentiator 0, RXFP1 ag 0.3%, TRHR agonist -0.2, D1 agonist 1 and D1 potentiator 4.
